IDH1 mut inh: inhibitors of IDH1 R132H reductase, primary screen, biochemical, plate reader, single point | AID 624101, 2012 | diaphorase/resazurin fluorescence, 60 min | 70,000 tested, 0.18% active | inhibition, % at 10 µM | Isocitrate dehydrogenase [NADP] cytoplasmic (Homo sapiens), O75874; in the data active = inhibition above about 34%;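 note: 0% = DMSO and 100% = no enzyme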
Target sequence (O75874 whole entry R132H): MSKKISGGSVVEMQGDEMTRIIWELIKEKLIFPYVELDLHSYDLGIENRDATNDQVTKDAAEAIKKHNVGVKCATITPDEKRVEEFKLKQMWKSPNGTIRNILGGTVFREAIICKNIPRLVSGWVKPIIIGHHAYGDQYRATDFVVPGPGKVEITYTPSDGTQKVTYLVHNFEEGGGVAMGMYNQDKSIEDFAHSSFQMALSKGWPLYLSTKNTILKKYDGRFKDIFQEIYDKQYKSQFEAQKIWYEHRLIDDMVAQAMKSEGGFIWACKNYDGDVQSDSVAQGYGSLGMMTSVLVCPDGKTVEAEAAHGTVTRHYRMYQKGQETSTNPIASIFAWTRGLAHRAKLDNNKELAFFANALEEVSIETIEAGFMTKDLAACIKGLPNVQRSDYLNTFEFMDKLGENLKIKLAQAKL
PRC2 inh: EZH2/PRC2 methyltransferase inhibitors, primary screen, biochemical, DELFIA time-resolved fluorescence, single point | Histone-lysine N-methyltransferase EZH2 (Homo sapiens), Q15910 | PRC2 H3K27 methylation, DELFIA TRF, 1 h | inhibition, % at 12.5 µM | 57,000 tested, 0.35% active | AID 651548, 2012;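 active = mean inhibition of replicates at least 50% and every single replicate also reaching 50%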;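 note: dimethyl H3K27 on biotinylated H3 21-44 peptide detected by antibody; plate controls were median neutral control wells for no effect and median positive control wells for full effect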
Numbers without * were called inactive; . = no result given; & = joins results of further samples. Some of the compounds tested. The share of hits here may be higher or lower than overall.

SMILES	IDH1 mut inh	PRC2 inh
C[C@H]1CN([C@@H](C)CO)C(=O)c2cc(-c3ccccc3F)cnc2O[C@H]1CN(C)C(=O)C1CCOCC1	0.3	-7&-3
CC(=O)c1cccc(NC(=O)CS(=O)(=O)c2ccccc2)c1	0.3	5
C[C@@H]1CCCCO[C@@H](CN(C)Cc2ccccc2)[C@@H](C)CN([C@@H](C)CO)C(=O)c2cc(N(C)C)ccc2O1	-2.5	-3
C[C@@H]1CN([C@H](C)CO)C(=O)c2cccc(NS(=O)(=O)c3cn(C)cn3)c2O[C@H]1CN(C)Cc1ccc(C(=O)Nc2ccccc2N)cc1	.	-4
CO[C@@H]1CN(C)C(=O)c2cc(NC(=O)NC(C)C)ccc2OC[C@@H](C)N(CC2CC2)C[C@@H]1C	0.2	3
C[C@H]1CN([C@@H](C)CO)C(=O)CCCn2nncc2CO[C@H]1CN(C)S(=O)(=O)c1cn(C)cn1	-1.0	.
C[C@@H]1CCCCO[C@H](CN(C)C(=O)C2CCCCC2)[C@@H](C)CN([C@@H](C)CO)C(=O)c2cc(NC(=O)c3ccccc3)ccc2O1	3.7	.
O=C(O)CCc1cc2ccoc2cc1O[C@@H]1O[C@H](CO)[C@@H](O)[C@H](O)[C@H]1O	0.2	.
Cc1noc(C)c1S(=O)(=O)Nc1ccc2c(c1)C(=O)N([C@@H](C)CO)C[C@H](C)[C@H](CN(C)C(=O)CCC(F)(F)F)OCCCC[C@@H](C)O2	1.6	.
Cc1ccccc1-c1cnc2c(c1)C(=O)N([C@H](C)CO)C[C@H](C)[C@H](CN(C)C(=O)CN(C)C)O2	-0.2	8
C[C@H]1CN([C@@H](C)CO)C(=O)c2cc(C3=CCCC3)cnc2O[C@H]1CN(C)C(=O)C1CCC1	1.2	4
C[C@@H]1CN([C@@H](C)CO)C(=O)c2cc(-c3cncnc3)cnc2O[C@@H]1CN(C)Cc1cncnc1	0.0	.
O=C(O)/C=C\C(=O)Nc1ccccc1SCC(O)Cn1ccc(C(F)(F)F)n1 (centres undefined)	-0.3	8
Nc1nc(SCC(=O)Nc2ccccc2)[nH]c(=O)c1-c1ccccc1	-0.1	2
Cc1ccccc1NC(=O)CSc1nnc(-c2ccc([N+](=O)[O-])cc2)n1C	-0.4	-3
COc1cc(Br)c(/C=N/NC(=O)CCCCCCC(=O)Nc2ccccc2O)cc1OC	.	16
C[C@@H]1CN([C@H](C)CO)S(=O)(=O)c2ccc(-c3ccncc3)cc2O[C@H]1CN(C)C	1.5	-7
Cc1noc(C)c1NC(=O)N(C)C[C@@H]1Oc2c(NC(=O)C3CC3)cccc2C(=O)N([C@@H](C)CO)C[C@H]1C	3.5	.
C[C@H]1CN([C@@H](C)CO)C(=O)c2cccc(NC(=O)C3CC3)c2O[C@H]1CN(C)Cc1ccccc1	-1.3	.
C[C@H](CO)N1C[C@H](C)[C@@H](CN(C)C(=O)c2ccccn2)Oc2cc(C#CC3CC3)ccc2S1(=O)=O	0.5	-5
C[C@@H]1CN([C@@H](C)CO)C(=O)Cc2cc(NC(=O)c3ccncc3)ccc2O[C@H]1CN(C)C(=O)Nc1ccc(F)cc1	4.8	2
COCC(=O)Nc1ccc2c(c1)[C@H]1C[C@H](CC(=O)NCc3ccc(Cl)cc3)O[C@@H](CO)[C@H]1O2	-0.1	-4
O=C(C[C@@H]1C[C@H]2c3cc(NC(=O)C4CCC4)ccc3O[C@H]2[C@@H](CO)O1)NCc1ccncc1	0.3	0
CO[C@@H]1CN(C)C(=O)c2cc(NS(C)(=O)=O)ccc2OC[C@H](C)N(C(=O)C2CCCC2)C[C@@H]1C	-0.6	7
COc1ccc(S(=O)(=O)Nc2ccc3c(c2)C(=O)N([C@H](C)CO)C[C@@H](C)[C@@H](CN(C)Cc2ccccc2)O3)cc1	-0.6	.
COc1cccc(CNC(=O)C[C@H]2C=C[C@@H](NC(C)=O)[C@@H](CO)O2)c1	0.2	-12
CC(C)NC(=O)Nc1ccc2c(c1)CC(=O)N([C@H](C)CO)C[C@@H](C)[C@@H](CN(C)CC1CC1)O2	0.5	12
C[C@H](CO)N1C[C@H](C)[C@H](CN(C)Cc2ccc(-c3ccccc3)cc2)Oc2ccc(NC(=O)Cc3cn(C)c4ccccc34)cc2C1=O	1.4	.
CC(C)(C)[S@@](=O)N1Cc2cc(C(=O)NCc3ccccn3)nc(-c3cccc(-c4ccccc4F)c3)c2[C@H]1CCO	-0.4	15
O=[N+]([O-])c1nn(-c2ccc(Cl)cc2)n(O)c1=NCc1ccccn1	0.4	9

One compound at a time (already shown). Order of values: IDH1 mut inh	PRC2 inh
C[C@H]1CN([C@@H](C)CO)C(=O)c2cccc(NC(=O)C3CC3)c2O[C@H]1CN(C)Cc1ccccc1 across the screens: -1.3	.
C[C@H]1CN([C@@H](C)CO)C(=O)c2cc(C3=CCCC3)cnc2O[C@H]1CN(C)C(=O)C1CCC1 across the screens: 1.2	4
C[C@@H]1CCCCO[C@H](CN(C)C(=O)C2CCCCC2)[C@@H](C)CN([C@@H](C)CO)C(=O)c2cc(NC(=O)c3ccccc3)ccc2O1 across the screens: 3.7	.
COc1ccc(S(=O)(=O)Nc2ccc3c(c2)C(=O)N([C@H](C)CO)C[C@@H](C)[C@@H](CN(C)Cc2ccccc2)O3)cc1 across the screens: -0.6	.
C[C@H]1CN([C@@H](C)CO)C(=O)CCCn2nncc2CO[C@H]1CN(C)S(=O)(=O)c1cn(C)cn1 across the screens: -1.0	.

Additional results
SMILES	IDH1 mut inh	PRC2 inh
CCCNC(=O)C[C@H]1C[C@H]2c3cc(NS(=O)(=O)c4ccc(OC)cc4)ccc3O[C@H]2[C@@H](CO)O1	-1.9	9
Cc1ccc(S(=O)(=O)N(C)C[C@@H]2Oc3ncc(-c4cccc(C(F)(F)F)c4)cc3C(=O)N([C@H](C)CO)C[C@@H]2C)cc1	1.0	.
COc1ccc(NC(=O)Nc2ccc3c(c2)CC(=O)N([C@H](C)CO)C[C@@H](C)[C@@H](CN(C)C(=O)Nc2ccc(F)cc2)O3)cc1	.	-1
CO[C@@H]1CN(C)C(=O)c2cc(NC(=O)c3nc4ccccc4s3)ccc2OC[C@H](C)N(Cc2ccncc2)C[C@@H]1C	0.1	-29
CO[C@H]1CN(C)C(=O)c2ccc(NS(=O)(=O)CC(F)(F)F)cc2OC[C@H](C)N(Cc2ccccn2)C[C@@H]1C	-0.2	8
Cc1cc(OCC(=O)Nc2cccc(-c3nc4ccccc4o3)c2C)cc(C)c1Cl	0.3	13
Cc1cc(C)cc(NC(=O)CSC2CC(=O)N(c3ccc(F)cc3)C2=O)c1 (centres undefined)	0.2	1
C[C@@H]1CN([C@@H](C)CO)C(=O)c2cc(NC(=O)Nc3ccccc3)ccc2O[C@@H](C)CCCCO[C@@H]1CN(C)C(=O)C1CCCCC1	2.2	.
COc1ccccc1NC(=O)N[C@@H]1C=C[C@@H](CC(=O)N[C@@H](C)c2ccccc2)O[C@H]1CO	0.0	0
C[C@@H]1CN([C@H](C)CO)C(=O)Cc2cc(NC(=O)Nc3cccc4ccccc34)ccc2O[C@H]1CN(C)C(=O)Nc1ccccc1	-0.4	-3
C[C@H]1CN([C@@H](C)CO)C(=O)c2cc(-c3ccccc3)cnc2O[C@@H]1CN(C)C(=O)Cc1cccnc1	.	-6
COC(=O)CCCCCCC(=O)N/N=C/c1cc(Br)ccc1O	0.1	-1
O=C(N[C@@H]1CC[C@@H](CCNS(=O)(=O)c2ccc(F)cc2)O[C@H]1CO)c1cccnc1	-0.2	-7
CC(C)(C)c1cc(C(C)(C)C)n(-c2ccc(-n3cccc3)cc2)n1	0.2	-5
COc1ccc(S(=O)(=O)N(C)C[C@H]2Oc3c(NS(=O)(=O)c4ccc(C)cc4)cccc3C(=O)N([C@@H](C)CO)C[C@@H]2C)cc1	-1.4	.
COc1ccc(CN(C)C[C@@H]2OCCCC[C@H](C)Oc3ccc(NS(=O)(=O)c4ccc(Cl)cc4)cc3C(=O)N([C@H](C)CO)C[C@H]2C)cc1	0.0	.
COc1ccccc1CNC(=O)C[C@@H]1C[C@@H]2c3cc(NC(=O)CC4CC4)ccc3O[C@@H]2[C@@H](CO)O1	0.4	-12
CC(C)NC(=O)N(C)C[C@@H]1Oc2cc(C#Cc3ccccn3)ccc2S(=O)(=O)N([C@@H](C)CO)C[C@@H]1C	-3.9	-4
C[C@H]1CN([C@@H](C)CO)C(=O)c2cc(NS(=O)(=O)c3cccs3)ccc2O[C@@H]1CN(C)C(=O)Nc1cccc2ccccc12	0.5	.
C[C@@H]1CCCCO[C@H](CN(C)C)[C@H](C)CN([C@H](C)CO)C(=O)c2cc(NC(=O)c3ccncc3)ccc2O1	1.1	4
Cc1c(Cl)cccc1NC(=O)CSc1nc2sc3c(c2c(=O)[nH]1)CCCC3	0.1	44
O=C(CSc1nc2c(c(C(F)(F)F)n1)CCc1ccccc1-2)Nc1ccc(Cl)cc1	0.3	7
CO[C@H]1CN(C)C(=O)c2cc(NS(=O)(=O)c3ccc(Cl)cc3)ccc2OC[C@H](C)N(C(=O)NC(C)C)C[C@@H]1C	-0.3	4
C[C@@H]1CN([C@H](C)CO)C(=O)Cc2cc(NC(=O)c3ccncc3)ccc2O[C@H]1CN(C)S(=O)(=O)c1cccs1	0.0	.
C[C@H](CO)N1C[C@H](C)[C@H](CN(C)CC2CC2)Oc2c(NC(=O)c3ccc(-c4nccs4)cc3)cccc2C1=O	-1.9	.
O=C(O)C[C@@H]1C=C[C@H](NC(=O)c2ccccc2F)[C@@H](CO)O1	0.4	0
COc1ccccc1C#Cc1ccc2c(c1)O[C@H](CN(C)Cc1cccnc1)[C@H](C)CN([C@@H](C)CO)S2(=O)=O	.	-3
C[C@@H]1CN([C@H](C)CO)C(=O)c2cc(-c3ccncc3)cnc2O[C@H]1CN(C)C(=O)C1CC1	.	-2
COCCOC(=O)N1C(=O)[C@@]2(c3cc(C#Cc4ccc(OC)cc4)ccc31)[C@H](c1ccc(O)cc1)N1[C@H](c3ccccc3)[C@H](c3ccccc3)OC(=O)[C@H]1[C@@H]2C(=O)N1CCCCCCC1	0.2	7
C[C@@H]1CN([C@@H](C)CO)C(=O)c2cc(NC(=O)CCCCCC(=O)Nc3ccccc3N)ccc2O[C@H]1CN(C)C(=O)Nc1ccccc1	.	-2
CC(C)NC(=O)N(C)C[C@H]1OCc2cnnn2CCCC(=O)N([C@H](C)CO)C[C@H]1C	1.7	3
CC(C)NC(=O)NCC[C@H]1CC[C@H](NC(=O)c2ccc(F)cc2)[C@@H](CO)O1	0.0	13
CO[C@@H]1CN(C)C(=O)c2ccc(NC(=O)C3CC3)cc2OC[C@@H](C)N(Cc2ccccc2)C[C@H]1C	-0.4	17
C[C@@H]1CCCCO[C@@H](CN(C)C(=O)Nc2ccc(C(F)(F)F)cc2)[C@H](C)CN([C@H](C)CO)C(=O)c2cc(NC(=O)Nc3cccc4ccccc34)ccc2O1	0.2	.
CCCNC(=O)N[C@@H]1CC[C@H](CCn2cc(C3CCCC3)nn2)O[C@H]1CO	0.5	5
Cc1c(CCC(=O)O)c(=O)n2c([nH]c3ccccc32)c1C#N	-0.4	0
C[C@H](CO)N1C[C@H](C)[C@H](CN(C)C(=O)c2ccccc2F)Oc2ncc(Br)cc2C1=O	-0.1	4&-4
COC(=O)C(C(C)c1c[nH]c2ccccc12)[N+](=O)[O-] (centres undefined)	2.3	-1
C[C@@H]1CN([C@H](C)CO)C(=O)c2cc(NC(=O)Nc3ccc(F)cc3)ccc2O[C@@H]1CN(C)C(=O)Nc1cccc2ccccc12	-0.2	.
CC(=O)N(C)C[C@@H]1Oc2cc(-c3ccc(F)cc3)ccc2S(=O)(=O)N([C@H](C)CO)C[C@@H]1C	-3.3	7
CNC[C@@H]1Oc2ccc(NC(=O)C3CCCCC3)cc2C(=O)N([C@H](C)CO)C[C@H]1C	3.0	10
CCN1CCCC1CNC(=O)c1cc(S(N)(=O)=O)ccc1OC (centres undefined)	1.3	.
C[C@H]1CN([C@@H](C)CO)C(=O)c2cccc(NC(=O)c3cnccn3)c2O[C@H]1CN(C)Cc1ccncc1	2.1	-5
O=C(N[C@H]1CC[C@H](CCNC(=O)C2CC2)O[C@@H]1CO)c1ccccn1	0.4	4
C[C@@H]1CN([C@H](C)CO)C(=O)c2c(c3ccccc3n2C)-c2ccccc2CO[C@@H]1CN(C)CC1CC1	-0.2	-7

A few values from the entries so far:
PRC2 inh result of C[C@@H]1CCCCO[C@H](CN(C)C)[C@H](C)CN([C@H](C)CO)C(=O)c2cc(NC(=O)c3ccncc3)ccc2O1 → 4
PRC2 inh result of C[C@@H]1CCCCO[C@@H](CN(C)Cc2ccccc2)[C@@H](C)CN([C@@H](C)CO)C(=O)c2cc(N(C)C)ccc2O1 → -3

Other entries.
SMILES	IDH1 mut inh	PRC2 inh
C/C=C/c1ccc2c(c1)O[C@@H](CN(C)C(=O)c1cccc(F)c1)[C@@H](C)CN([C@H](C)CO)S2(=O)=O	0.7	-23
Cc1ccc(S(=O)(=O)N(C)C[C@H]2Oc3ccc(NS(=O)(=O)c4c(C)noc4C)cc3C(=O)N([C@@H](C)CO)C[C@@H]2C)cc1	-3.7	.
C[C@@H]1CN([C@H](C)CO)C(=O)c2cc(NC(=O)CCCN(C)C)ccc2O[C@H]1CN(C)Cc1ccc(C(F)(F)F)cc1	8.8	1
O=C(Nc1ccccc1)c1ccc(CSc2nnc(-c3ccncc3)n2-c2ccccc2)cc1	0.3	.
CC(C)CC#Cc1ccc2c(c1)O[C@H](CN(C)C(=O)CN(C)C)[C@@H](C)CN([C@H](C)CO)S2(=O)=O	0.4	-16
CC(C)CC#Cc1ccc2c(c1)O[C@H](CN(C)Cc1ccccn1)[C@H](C)CN([C@@H](C)CO)S2(=O)=O	-0.1	.
C=C(C(=O)O)[C@@H]1CC[C@@]2(C)CCC[C@@](C)(O)[C@@H]2C1	0.8	0
